# Bioassay records deposited in PubChem by several laboratories.
# DAGLB inhibitor: blocks human DAGLB lipase activity; AID 504411; HEK293T DAGLB membrane lysate, EnzChek fluorogenic substrate; inhibition, % at 5.17 µM; 340,000 tested, 0.059% active; in the data active means inhibition above about 34%;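 further: 0% = enzyme with vehicle and 100% = wells lacking enzyme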
# SR-BI HDL uptake: blocks mouse SR-BI lipid uptake from DiI-HDL. inhibition, % at 12.5 µM. ldlA[mSR-BI] CHO cells, DiI-HDL uptake fluorescence, 3 h. 320,000 tested, 0.96% active. Q61009;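 active means mean replicate inhibition of at least 70% and a set share of replicates each scoring 70 or more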;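 further: 0% = median of neutral control wells and 100% = median of positive control wells; values of inactives mirror those of a sister screen read the other way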
# Target sequence (Q61009 whole entry, looked up): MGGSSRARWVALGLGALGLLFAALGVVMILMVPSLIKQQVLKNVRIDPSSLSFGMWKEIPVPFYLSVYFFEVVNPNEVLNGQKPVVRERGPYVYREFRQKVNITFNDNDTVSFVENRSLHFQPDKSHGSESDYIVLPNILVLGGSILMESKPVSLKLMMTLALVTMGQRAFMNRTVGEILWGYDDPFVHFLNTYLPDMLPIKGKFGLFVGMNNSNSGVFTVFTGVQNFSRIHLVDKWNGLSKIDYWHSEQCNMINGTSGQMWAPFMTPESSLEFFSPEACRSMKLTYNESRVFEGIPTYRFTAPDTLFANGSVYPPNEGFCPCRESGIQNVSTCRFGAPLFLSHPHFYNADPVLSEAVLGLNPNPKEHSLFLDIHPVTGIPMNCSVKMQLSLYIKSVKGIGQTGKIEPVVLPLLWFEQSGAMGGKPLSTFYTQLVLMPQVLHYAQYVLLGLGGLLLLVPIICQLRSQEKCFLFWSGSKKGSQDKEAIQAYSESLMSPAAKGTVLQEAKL
# NSD2 HMT inh: inhibitors of human histone methyltransferase NSD2. O96028. NSD2 peptide methylation, AlphaScreen, 120 min. inhibition, % at 12.5 µM. 310,000 tested, 0.54% active. AID 743445; in the data active means inhibition above about 50%
# Keap1 Nrf2 FP: disrupts human Keap1 binding to Nrf2 peptide; 340,000 tested, 0.15% active; Q14145; inhibition, % at 9.4 µM; Keap1 Kelch-Nrf2 peptide fluorescence polarization, 1536-well; AID 504523; in the data active means inhibition above about 12%;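 further: human Keap1 Kelch domain with fluorescein labeled Nrf2 9mer peptide probe; 0% = neutral control wells and 100% = peptide positive control; higher means more block of Keap1 binding to Nrf2 peptide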
# Cardiac RTF inh: cardiac RTF calcium desensitization; P19429+P45379; IANBD-labeled cardiac RTF, Ca2+ fluorescence; inhibition, % at 7.15 µM; 340,000 tested, 0.12% active; AID 493244;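 active means inhibition above the mean inhibition of all tested compounds plus 3 SD, cut at about 17% in these data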;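 further: assay run at fixed EC70 calcium of 1.6 mM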
# Arr AP2 block: human beta-arrestin and AP2 interaction inhibition | FITC-arrestin peptide / GST-AP2 beads, flow cytometry; AP2 beta2 appendage carries R879A mutation | inhibition, % at 10 µM | 340,000 tested, 0.31% active | AID 504490;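 active means inhibition above a set limit, near 3 SD of compounds lacking own fluorescence, cut at about 54% in these data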;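 further: plate controls were DMSO wells for no effect and 5 µM unlabelled arrestin peptide for full effect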
#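 System: GST-AP2 R879A glutathione beads. Medium: PBS with 0.05% Tween 20 and 0.1% BSA. Also added: FITC-arrestin peptide, 50 nM. Incubation: 12 min plus 1 h, RT. Measured by: high-throughput flow cytometry of beads, ex 488, em 535 nm. Evaluation: percent drop in bead-associated FITC signal.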
# PvdQ inh: P. aeruginosa PvdQ acylase inhibition | purified PvdQ acylase, fluorescence plate reader | inhibition, % at 10 µM | 340,000 tested, 0.063% active | AID 488965; in the data active means inhibition above about 30%, passing the limit was not always enough;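 further: 0% = vehicle neutral wells and 100% = reference inhibitor wells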
# PKA-R2B activ: activates the human PKA-R2B holoenzyme complex; P22694+P31323; PKA-R2B holoenzyme dissociation, Cy5-IP20 fluorescence polarization; R2B truncated from residue 108, S112A mutant; 0% DMSO only, 100% 113 µM cGMP; activation, % at 11.4 µM; 340,000 tested, 0.079% active; AID 504700;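 active means activation above a cutoff set at the mean over all compounds plus 3 SD, cut at about 18% in these data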;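 further: higher means more holoenzyme dissociation and a rise in polarization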
# Target sequence (P31323 whole entry, looked up, other chains not shown, the tested form may be a part): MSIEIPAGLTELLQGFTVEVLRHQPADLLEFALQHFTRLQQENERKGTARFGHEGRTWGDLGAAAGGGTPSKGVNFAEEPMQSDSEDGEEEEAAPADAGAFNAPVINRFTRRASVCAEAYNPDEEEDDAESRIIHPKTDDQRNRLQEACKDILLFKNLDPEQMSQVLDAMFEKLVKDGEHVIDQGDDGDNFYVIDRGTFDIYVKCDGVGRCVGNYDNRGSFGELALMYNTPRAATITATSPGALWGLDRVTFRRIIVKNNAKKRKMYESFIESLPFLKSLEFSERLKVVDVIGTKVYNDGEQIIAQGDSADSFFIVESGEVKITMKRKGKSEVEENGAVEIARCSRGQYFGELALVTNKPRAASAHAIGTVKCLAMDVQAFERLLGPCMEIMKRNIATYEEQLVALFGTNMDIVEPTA
# C-LANA FP: blocks KSHV LANA C-terminal domain binding to DNA. MBP-C-LANA/FAM-LBS DNA binding, fluorescence polarization. inhibition, % at 9 µM. 340,000 tested, 0.078% active;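 active means highest replicate inhibition at or above 60% at 9 µM, even if other replicates fall short; inactive means all replicates below 60% inhibition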;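 further: 0% = neutral control wells and 100% = 4 µM acridine orange control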
# SR-BI DiI-HDL act: SR-BI HDL lipid transfer activation; CHO ldlA[mSR-BI] cells, DiI-HDL uptake fluorescence, 3 h; 100 = double the neutral-control signal; activation, % at 12.5 µM; 320,000 tested, 0.096% active; AID 504775;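 active means mean replicate activation of at least 60% and every replicate at or above 60%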;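 further: 0% = median plate neutral-control signal and 100% = twice that signal; values of inactives mirror those of a sister screen read the other way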
#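 System: CHO ldlA[mSR-BI] cells / Medium: HEPES-buffered (25 mM, pH 7.4) F12 plus 0.5% BSA / Probe or stimulus: labelled HDL, 10 µg/mL / Doses: single compound concentration, delivered by pin transfer / Schedule: 3 h, 37 °C / Measured by: DiI fluorescence, bottom read / Measure: cell-associated DiI fluorescence as measure of HDL uptake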
# The depositor's hits bear a star; . = not tested or not shown. Rows were taken by chance; 2.1% or so of the library scored in one or more.
SMILES,DAGLB inhibitor,SR-BI HDL uptake,NSD2 HMT inh,Keap1 Nrf2 FP,Cardiac RTF inh,Arr AP2 block,PvdQ inh,PKA-R2B activ,C-LANA FP,SR-BI DiI-HDL act
COc1cc2nc(Cl)nc(NCCO)c2cc1OC,0,-16,0,-2,-3,-1,-22,0,1.0,16
O=C(CN1CCNC(=O)C1)NCCc1ccc(Cl)cc1Cl,-1,6,-2,-7,-20,2,-19,5,-1.5,-6
CO/N=C(\Cn1ncc(N2CCCC2)c(Br)c1=O)c1ccc(Cl)cc1,-3,-1,3,-5,-11,-1,-10,1,-0.3,1
O=C(O)C(=O)Cc1c[nH]c2ccccc12,0,6,.,-4,-6,-1,-7,-12,2.1,-6
CC(C)CCN1CCN(CC#Cc2ccccc2)CC1CCO (configuration not stated),1,-11,-1,1,-3,20,-4,11,0.5,11
Cc1cc(C)c(NC(=O)CS(=O)CC(=O)NCC2CCCO2)c(C)c1 (configuration not stated),-1,-38,-3,-2,-2,16,-3,-8,-2.0,38
O=C(Cn1nc(-c2ccco2)ccc1=O)Nc1ccc(Cl)c(Cl)c1,1,.,-2,-5,0,-7,-16,-3,-1.4,.
Cc1cccc(NC2=NC3(CCCCC3)N=C(N)N2)c1C,-1,-4,0,-1,-2,4,-18,-3,-0.6,4
COc1ccccc1Nc1nc(N)nc(CN2CCC(Cc3ccccc3)CC2)n1,-3,-33,1,4,-2,43,6,6,1.7,33
COc1ccccc1NC(=O)N(Cc1ccco1)Cc1cc2cccc(C)c2[nH]c1=O,-1,30,4,-4,2,1,-8,1,-4.1,-30
O=C(Nc1cccc(C(=O)O)c1)/C(=C\c1ccccc1)NC(=O)c1cccc2ccccc12,4,-21,8,6,-7,15,-4,-4,2.9,21
Cc1ccc(C(=O)OCC(=O)NCc2ccco2)s1,0,-27,.,5,4,2,-8,-2,5.3,27
Cc1ccc(NC(=O)c2ccc(NCCN)c([N+](=O)[O-])c2)cc1Cl,7,35,18,1,8,-6,-13,-6,-0.5,-35
CCN1CCC(N2CCN(c3ccc(F)cc3)CC2)CC1,0,-21,4,3,-7,6,-16,-7,0.2,21
Cc1cc(C)cc(N(CC(=O)N2CCCCCC2)S(C)(=O)=O)c1,-1,4,-1,-1,2,-14,-11,-4,-1.5,-4
Cc1cc(C)c2c(c1)cc(C)c1nnc(SCC(=O)N3CCCc4ccccc43)n12,0,3,1,0,-9,14,-15,-9,-1.1,-3
CCN(CC(=O)Nc1ccc(OC)cc1)C(=O)c1ccc2c(c1)NC(=O)CS2,1,-6,0,4,7,-9,-3,6,0.8,6
O=C(COc1ccccc1Cl)N1CCN(c2ccc(F)cc2)CC1,-6,1,-2,1,0,23,-2,3,-1.6,-1
CCC(C)NCC(=O)Nc1ccc(-c2nc3cc(NC(=O)CNC(C)CC)ccc3o2)cc1 (configuration not stated),-3,41,4,1,1,-3,-13,-15,-1.2,-41
Cc1ccc(NC(=O)c2cccc(C(=O)Nc3ccc(C)cc3C(=O)O)c2)c(C(=O)O)c1,3,-15,2,-2,-3,10,12,-2,-0.1,15
Cc1ccc(-c2nc(CS(=O)CC(=O)NCCN3CCOCC3)c(C)o2)cc1 (configuration not stated),0,8,.,-3,1,2,-2,-1,-0.4,-8
O=C(/C=C/Nc1cccc(C(F)(F)F)c1)C(F)(F)F,-1,6,-2,-1,-7,1,-11,6,-0.5,-6
Cn1c(=O)c2cc(S(=O)(=O)NCCC(=O)NC3CCCCCCC3)ccc2n(C)c1=O,2,-1,2,4,-5,8,1,1,-0.8,1
O=C(NCCNC(=O)c1cc(OCC(F)(F)F)ccc1OCC(F)(F)F)Nc1ccc(OC(F)(F)F)cc1,-2,28,3,-5,1,2,-5,-7,-0.9,-28
Cc1ccc(C(=O)CSc2nnc3ccccn23)c(C)c1,-2,2,1,0,-15,-1,-12,2,0.4,-2
N#Cc1ccc(Oc2cc(C(F)(F)F)nc(-c3ccccn3)n2)cc1,-1,-18,0,5,-5,5,2,-5,1.0,18
Cc1nn(-c2ccccc2)c(C)c1/C=N/NC(=O)c1cc(-c2ccccc2)n[nH]1,2,60,0,2,-2,26,3,-1,1.0,-60
O=C(NCCc1ccc(Cl)cc1)C1CCN(S(=O)(=O)c2ccc(Br)s2)CC1,-5,13,-3,2,-7,-14,-4,-11,-1.5,-13
O=C(Nc1cccs1)Nc1c(F)cc(F)cc1Br,-4,-39,4,0,9,30,5,9,0.6,39
COc1ccc(NC(=O)N2c3ccc(OC)cc3C(C)=CC2(C)C)cc1,1,14,.,-1,3,11,6,5,5.8,-14

# Limited to Cardiac RTF inh, C-LANA FP and PKA-R2B activ, for 6 of the compounds above:
SMILES	Cardiac RTF inh	C-LANA FP	PKA-R2B activ
Cc1cc(C)c2c(c1)cc(C)c1nnc(SCC(=O)N3CCCc4ccccc43)n12	-9	-1.1	-9
CCN(CC(=O)Nc1ccc(OC)cc1)C(=O)c1ccc2c(c1)NC(=O)CS2	7	0.8	6
O=C(COc1ccccc1Cl)N1CCN(c2ccc(F)cc2)CC1	0	-1.6	3
CCC(C)NCC(=O)Nc1ccc(-c2nc3cc(NC(=O)CNC(C)CC)ccc3o2)cc1 (configuration not stated)	1	-1.2	-15
Cc1ccc(NC(=O)c2cccc(C(=O)Nc3ccc(C)cc3C(=O)O)c2)c(C(=O)O)c1	-3	-0.1	-2
Cc1ccc(-c2nc(CS(=O)CC(=O)NCCN3CCOCC3)c(C)o2)cc1 (configuration not stated)	1	-0.4	-1

# The results go on:
SMILES,DAGLB inhibitor,SR-BI HDL uptake,NSD2 HMT inh,Keap1 Nrf2 FP,Cardiac RTF inh,Arr AP2 block,PvdQ inh,PKA-R2B activ,C-LANA FP,SR-BI DiI-HDL act
COc1ccc(CN2CCCC(C(=O)c3ccc(Cl)cc3)C2)cc1Cn1cncn1 (configuration not stated),4,-19,5,-5,1,13,5,-11,-0.5,19
Cc1ccc(NC(=O)CCn2cccc2)cc1Cl,0,48,24,-6,-3,-3,-10,-7,0.2,-48
O=C(Cn1cnc2ccccc21)OCC(=O)N1CCCCC1,1,-21,-5,3,4,24,-3,6,1.0,21
COc1cc(C(=O)OCC(=O)N2CCNC2=O)cc(Cl)c1OC,1,-1,0,3,6,-13,-13,3,-1.0,1
CCOC(=O)c1ccc(-c2c(-c3ccccc3OC)sc3cc4c(cc23)OCO4)cc1F,-12,24,.,-5,-9,12,0,-11,-0.5,-24
Clc1c(Cl)c(Cl)c2n[nH]nc2c1Cl,7,6,10,-2,-7,-2,-14,-6,-1.3,-6
CCc1nnc(NC(=O)C2CCCN2C(=O)Nc2ccc(Cl)cc2)s1 (configuration not stated),0,.,-1,-3,-9,-7,-14,5,1.8,.
CCN(CC)/C(Sc1ccccc1)=C(/C(Cl)=C(Cl)Cl)[N+](=O)[O-],2,-4,29,-2,-3,7,-11,-10,0.8,4
CC(C)(C)OC(=O)N(CCc1ccccc1)Cc1ccc(OCc2cccc(NC(=O)C3CCC3)c2)cc1,-17,33,.,-5,-2,3,-16,-3,0.8,-33
CCOC(=O)C1=C(C)N=c2s/c(=C\c3ccc(OCC(=O)O)cc3)c(=O)n2C1c1ccccc1OC (configuration not stated),4,-13,2,-9,-6,-4,7,-3,-1.8,13
CCCCNc1c(-c2ccc(SC(C)CC)cc2)nc2cnccn12 (configuration not stated),-4,66,.,0,-12,6,-18,-3,6.4,-66
Cc1ccc(C(=O)NC(=S)NCC(=O)c2ccccc2)cc1,-9,-6,10,2,-2,5,-13,-6,1.2,6
CCOc1ccc(NC(=S)NC(=O)/C=C/c2ccco2)cc1,-5,-6,-2,-3,-4,30,9,-5,1.7,6
Cc1cccc(C(=O)OC(C)C(=O)N2CCc3ccccc3C2)c1C (configuration not stated),-6,4,.,2,-4,-8,-16,5,1.0,-4
CCNc1nc(NC(C)(C)C)nc(Oc2ccc(=O)n(-c3ccccc3)n2)n1,-2,-6,-1,-5,-13,10,-11,-6,-0.1,6
c1ccc(CN2CCN(CCOCCOc3cccc4ccccc34)CC2)cc1,-5,-29,14,-1,-6,-1,-8,-10,-1.2,29
CCNC(=O)c1ccc2c(c1)S(=O)(=O)c1ccccc1C2=O,-1,23,1,2,-6,8,-9,-3,1.3,-23
O=C(COc1ccccc1F)NC12CC3CC(CC(C3)C1)C2,-4,.,0,-2,-3,-10,3,6,-0.2,.
COc1ccc(CN(Cc2cccnc2)S(=O)(=O)c2ccc(-n3cnnn3)c(OC)c2)cc1,0,15,0,-4,1,-2,-18,-2,1.2,-15
CN1/C(=C\C(=O)CSc2nnc(N)s2)C(C)(C)c2ccccc21,-2,-16,4,-3,5,22,2,-2,0.2,16
CC(C)CNc1cc(Cl)c(S(=O)(=O)NCC(C)C)cc1C(=O)O,7,-27,0,-4,0,3,-3,4,-1.0,27
Nc1cc2nc3ccccc3oc-2cc1=O,4,-11,.,-5,-5,23,2,-4,0.7,11
CCN(CC)CCCNC(=S)N1CCC(c2nc3ccccc3[nH]2)CC1,0,-17,27,-4,-5,-1,-14,1,0.7,17
O=C(CCCCC(=O)Sc1ccccc1)Sc1ccccc1,-5,-15,-1,1,5,40,4,-5,-1.0,15
C[C@@H]1C[C@@H]2OC(=O)[C@]3(C)[C@H]2[C@@H](OC3(C)O)[C@]2(C)C(=O)C=C[C@H]12 (some centres not stated),2,-40,.,-9,8,5,4,2,-0.6,40
CC(=O)c1ccc(NC(=O)c2cccc(S(=O)(=O)N3CCN(C)CC3)c2)cc1,1,.,1,3,-7,-4,-3,-4,1.0,.

# 2 of these compounds in a different format.
# Value order – DAGLB inhibitor | SR-BI HDL uptake | NSD2 HMT inh | Keap1 Nrf2 FP | Cardiac RTF inh | Arr AP2 block | PvdQ inh | PKA-R2B activ | C-LANA FP | SR-BI DiI-HDL act
- C[C@@H]1C[C@@H]2OC(=O)[C@]3(C)[C@H]2[C@@H](OC3(C)O)[C@]2(C)C(=O)C=C[C@H]12 (some centres not stated)
→ 2 | -40 | . | -9 | 8 | 5 | 4 | 2 | -0.6 | 40
- CC(=O)c1ccc(NC(=O)c2cccc(S(=O)(=O)N3CCN(C)CC3)c2)cc1
→ 1 | . | 1 | 3 | -7 | -4 | -3 | -4 | 1.0 | .
